# Screening data (PubChem)
# Peg3 promoter: Peg3 promoter-driven luciferase inhibitors, primary screen, cell-based, HeLa, luciferase luminescence | inhibition, % at 20 µM | HeLa PEG-Prom luciferase reporter, overnight | AID 588405, 2011 | 360,000 tested, 1.7% active;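 active means inhibition of at least 50% at 20 µM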
# KKLEB cytotox: cytotoxicity in KKLEB CF airway cells, primary screen, cytotoxicity control for CF NF-kB inhibitor project, cell-based, uHTS, fluorescence assay plates; KKLEB CF airway cells viability, ATPlite luminescence, overnight; stronger effect = lower value; cells stimulated with P. aeruginosa culture filtrate; activity change (cytotoxicity), % at 5 µM; 360,000 tested, 0.36% active; AID 602141, 2011;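 active means corrected activity change at or below -50% at 5 µM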
# NR2E3 ag-1: inhibitors of NR2E3-RetCOR corepressor binding, primary screen, NR2E3 agonist project, biochemical, TR-FRET, GST-NR2E3, biotin-RetCOR. 1536-well. Photoreceptor-specific nuclear receptor (Homo sapiens), Q9Y5X4. inhibition of corepressor binding, % at 4.78 µM. 320,000 tested, 0.12% active. AID 2300, 2010;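 active means percent inhibition above the cutoff of mean plus 3 SD of all tested compounds, set per screening campaign, cut at about 20% in these data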;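 further: 0% = DMSO wells and 100% = biotin wells as full block of FRET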
# Target sequence (Q9Y5X4 whole entry, looked up): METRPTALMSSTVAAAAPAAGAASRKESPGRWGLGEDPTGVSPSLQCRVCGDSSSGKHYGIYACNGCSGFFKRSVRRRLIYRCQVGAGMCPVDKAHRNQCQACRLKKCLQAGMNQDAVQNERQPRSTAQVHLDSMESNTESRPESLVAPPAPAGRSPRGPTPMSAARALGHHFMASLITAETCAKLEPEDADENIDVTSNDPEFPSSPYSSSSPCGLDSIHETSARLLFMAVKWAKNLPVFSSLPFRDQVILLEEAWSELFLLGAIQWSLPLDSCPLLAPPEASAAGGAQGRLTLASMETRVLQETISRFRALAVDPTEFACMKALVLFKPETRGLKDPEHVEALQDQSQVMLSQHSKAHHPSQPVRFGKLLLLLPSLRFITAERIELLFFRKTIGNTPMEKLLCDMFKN
#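 System: GST-NR2E3 and biotin-RetCOR proteins; probe or stimulus: 7 nM biotin-RetCOR; doses: compound at 4.8 µM, single dose; schedule: Compound–protein incubation for 5 h at 4 °C; detection: time-resolved FRET; read-out: percent inhibition; controls: biotin wells as high control, 0.6% DMSO wells as low control; format: 1536-well plates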
# NR2E3 ag-2: NR2E3 agonists in two-hybrid cells, primary screen, cell-based, luminescence, CHO-S, Gal4-NCOR/VP16-NR2E3; AID 602229, 2012; luciferase; 360,000 tested, 0.35% active; inhibition of corepressor binding, % at 3.98 µM;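 active means inhibition above the mean of all tested compounds plus 3 SD, cut at about 70% in these data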;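 further: 0% = DMSO with NR2E3 transfected cells and 100% = cells lacking NR2E3 construct; higher means lower luciferase signal from less NR2E3 corepressor binding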
# CF NFkB block: inhibitors of PAF-induced NF-kB signaling, primary screen, cell-based, GFP fluorescence, uHTS; KKLEB NF-kB-GFP reporter, GFP fluorescence overnight; inhibition, % at 5 µM; 360,000 tested, 0.86% active; AID 588850, 2011;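 active means at least 50% inhibition at 5 µM, scaled per plate between neutral and stimulator controls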;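 further: PAF is a Pseudomonas aeruginosa culture filtrate used as stimulus; plate controls were PAF-stimulated DMSO wells for no effect and unstimulated DMSO wells for full effect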
# TRAIL sens C8: viability loss with TRAIL in NB7+C8 cells, primary screen, TRAIL sensitizer project, cell-based, ATPlite luminescence. 360,000 tested, 1% active. inhibition (viability loss, TRAIL sensitization), % at 10 µM;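 active means compounds causing at least 50% loss of cell viability in the single-dose screen, relative to plate controls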
# HIF-2a inh: HIF-2a reporter inhibitors, primary screen, luminescence, 786-0 RCC cells. 786-0 RCC cells HIF-2a reporter, luciferase luminescence, overnight. inhibition, % at 18.8 µM. 360,000 tested, 0.72% active. AID 624352, 2012;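 active means inhibition of the luminescence signal of 40% or more relative to plate controls, in a single-dose primary screen at 18.75 µM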
# MITF TRPM1 inh: inhibitors of MITF-dependent TRPM1 promoter reporter, primary screen, cell-based, SK-MEL-5, single point, luciferase; SK-MEL-5 TRPM1 promoter luciferase, 24 h; inhibition, % at 12.5 µM; 330,000 tested, 0.83% active; AID 488899, 2010;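 active means mean inhibition across replicates of 60% or more, whatever share of single replicates reaches that level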; further: values of inactives mirror those of a sister screen read the other way
# Shn3 inh set2: reduction of Shn3 3'UTR firefly luciferase signal, primary screen, Schnurri-3 inhibitor project, cell-based, Clone20 osteoblasts, set 2 | Clone20 osteoblast Shn3 3'UTR firefly luciferase, 24 h | AID 588674, 2011 | inhibition, % at 12.5 µM | 360,000 tested, 0.52% active;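 active means mean inhibition of at least 75% with every replicate also reaching 75%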;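 further: 0% = median of neutral control wells and 100% = pilot-screen positive control compound; some compounds past the cut are filed as inactive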
# TROY signal inh: inhibitors of TROY-driven NF-kB signaling, primary screen, Q293 LMP1-TROYcd cells, NF-kB luciferase, uHTS; inhibition, % at 10 µM; Q293 LMP1-TROYcd NF-kB luciferase reporter, 4 h; 360,000 tested, 0.98% active; AID 1347056, 2019;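 active means compounds whose plate-normalised and pattern-corrected inhibition of the luciferase reporter signal at the single screening dose is 50% or more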
# TWEAK-Fn14 inh: inhibitors of TWEAK-Fn14 signaling, primary screen, luciferase reporter cells, uHTS. TWEAK-stimulated Fn14 reporter cells, luciferase luminescence, 8 h. inhibition, % at 10 µM. 360,000 tested, 2% active; in the data active means inhibition above about 50%
# * marks the source's active call; other numbers are inactive results; . = no result given. Only part of the results is shown; count on the stated rates, not on these rows.
SMILES,Peg3 promoter,KKLEB cytotox,NR2E3 ag-1,NR2E3 ag-2,CF NFkB block,TRAIL sens C8,HIF-2a inh,MITF TRPM1 inh,Shn3 inh set2,TROY signal inh,TWEAK-Fn14 inh
CN1CCN(S(=O)(=O)Cc2ccccc2Cl)CC1,5,-3,3,18,-5,-15,6,4,-3,-7,1
O=C(NC1CC1)c1sc2ccccc2c1Cl,-226,-3,7,-43,0,-5,-168,-46,-33,-40,-6
C/C(=N\NC(=O)c1nnn(-c2nonc2N)c1-c1cccs1)c1ccc(C)cc1,25,-40,-1,-13,43,-11,6,-11,18,10,-12
O=C(Nc1ccsc1C(=O)N1CCCCCC1)c1ccccc1,15,7,2,-15,6,-5,-4,7,12,1,15
COc1cc(OC)cc(-c2nc3nc(C)c(CCC(=O)O)c(C)n3n2)c1,-1,9,1,-12,-13,-5,19,-8,11,-20,-2
CC(C)C(OC(=O)CCCC(=O)Nc1nccs1)C(=O)NC1CCCCC1 (stereo not drawn),8,8,0,0,-11,-6,13,0,1,10,8
CC(C)(C)OC(=O)C1=C(CO)CS[C@@H]2[C@H](NC(=O)Cc3ccccc3)C(=O)N12,-8,9,.,-8,-14,-9,0,2,-17,4,-7
Clc1cccc(N=C2NN=C(c3ccc4c(c3)OCCO4)CS2)c1,-49,8,2,-58,-63,38,-274,-24,53,66*,84*
O=S(=O)(c1ccc(-c2ccon2)s1)N1CCN(c2ccccn2)CC1,7,5,1,-9,-13,-7,17,-62,6,1,-7
O=C(CCS(=O)(=O)c1ccccc1)Nc1nncs1,35,-6,6,-13,31,-1,6,1,18,-19,-9

# Profiles from above:
# CN1CCN(S(=O)(=O)Cc2ccccc2Cl)CC1 reads Peg3 promoter: 5; KKLEB cytotox: -3; NR2E3 ag-1: 3; NR2E3 ag-2: 18; CF NFkB block: -5; TRAIL sens C8: -15; HIF-2a inh: 6; MITF TRPM1 inh: 4; Shn3 inh set2: -3; TROY signal inh: -7; TWEAK-Fn14 inh: 1
# O=C(Nc1ccsc1C(=O)N1CCCCCC1)c1ccccc1 reads Peg3 promoter: 15; KKLEB cytotox: 7; NR2E3 ag-1: 2; NR2E3 ag-2: -15; CF NFkB block: 6; TRAIL sens C8: -5; HIF-2a inh: -4; MITF TRPM1 inh: 7; Shn3 inh set2: 12; TROY signal inh: 1; TWEAK-Fn14 inh: 15

# Later entries
SMILES,Peg3 promoter,KKLEB cytotox,NR2E3 ag-1,NR2E3 ag-2,CF NFkB block,TRAIL sens C8,HIF-2a inh,MITF TRPM1 inh,Shn3 inh set2,TROY signal inh,TWEAK-Fn14 inh
Cn1cc(-c2coc3c(C(=O)Nc4ccccc4)cccc23)cn1,-155,-3,.,-73,-9,-3,-202,.,-9,-86,0
CC(=O)Nc1ccc(N2CCCC(C)C2)c([N+](=O)[O-])c1 (stereo not drawn),-4,-7,1,-14,-1,-1,-9,-35,3,0,6
C[C@H](CO)N1C[C@H](C)[C@H](CN(C)C(=O)Nc2ccc(F)cc2)Oc2c(NC(=O)c3ccc(-c4nccs4)cc3)cccc2C1=O,28,-14,.,-8,10,4,15,10,10,-3,3
c1cncc(Nc2c3ccccc3nc3ccccc23)c1,28,-9,-1,8,-46,18,29,5,6,-19,-35
O=C(COc1ccc(Br)cc1Br)NNC(=O)c1cccs1,-196,-5,1,1,10,18,-206,-58,-55,-37,-6
CC(C)N(C)CCOC(=O)c1ccccc1Cl,3,9,-1,-4,-5,-1,6,12,-24,-4,12
COc1ccc(CN(Cc2nc3ccccc3c(=O)[nH]2)C(=O)c2ccco2)cc1,12,-6,-1,0,10,-19,9,-7,10,7,2
O=C(CN1C(=O)C2CCCCC2C1=O)Nc1ccc(OC(F)F)c(Cl)c1 (stereo not drawn),-11,3,-1,10,2,4,-16,-5,-1,-22,-37
CCC(=O)c1ccc(OCC(O)CN2CCN(C(c3ccccc3)c3ccccc3)CC2)cc1 (stereo not drawn),11,-36,2,3,12,9,-3,-13,10,24,-8
COc1ccc(OCC(=O)N2CCC(n3nccc3NC(=O)C3CC3)CC2)cc1,-15,8,-3,-8,2,1,-10,-9,-15,-16,-3

# Fetched by structure from above, four records:
SMILES,Peg3 promoter,KKLEB cytotox,NR2E3 ag-1,NR2E3 ag-2,CF NFkB block,TRAIL sens C8,HIF-2a inh,MITF TRPM1 inh,Shn3 inh set2,TROY signal inh,TWEAK-Fn14 inh
CC(=O)Nc1ccc(N2CCCC(C)C2)c([N+](=O)[O-])c1 (stereo not drawn),-4,-7,1,-14,-1,-1,-9,-35,3,0,6
COc1ccc(OCC(=O)N2CCC(n3nccc3NC(=O)C3CC3)CC2)cc1,-15,8,-3,-8,2,1,-10,-9,-15,-16,-3
Cn1cc(-c2coc3c(C(=O)Nc4ccccc4)cccc23)cn1,-155,-3,.,-73,-9,-3,-202,.,-9,-86,0
COc1ccc(CN(Cc2nc3ccccc3c(=O)[nH]2)C(=O)c2ccco2)cc1,12,-6,-1,0,10,-19,9,-7,10,7,2

# The results go on:
SMILES,Peg3 promoter,KKLEB cytotox,NR2E3 ag-1,NR2E3 ag-2,CF NFkB block,TRAIL sens C8,HIF-2a inh,MITF TRPM1 inh,Shn3 inh set2,TROY signal inh,TWEAK-Fn14 inh
O=C(Nc1ccc(N2CCOCC2)cc1)C1CCN(S(=O)(=O)c2ccc3c(c2)OCCO3)CC1,17,10,1,13,-34,-11,18,3,-12,-2,20
O=C(CSc1ccc(F)cc1)Nc1ccc(Br)cc1,-354,1,2,14,-6,2,-229,-73,-35,-37,-27
CCc1ccccc1NC(=O)c1cnc2n(c1=O)CCS2,-79,1,4,-6,-2,-17,-71,-23,-19,-36,-4
O=C(CCc1ccccc1)Nc1cc(Cl)ccc1O,-46,-16,2,-21,15,-3,-23,-39,-51,-3,-2
CCc1ccc(NC(=O)c2n[nH]c(=O)c3ccccc23)cc1,-139,2,-1,-80,5,4,-323,-109,-78,-26,-22
CCOC1CCCc2oc(-c3ccsc3)c(-c3cnc(OC)nc3)c21 (stereo not drawn),.,.,.,14,.,4,15,.,.,0,22
CCc1nc2ccc(C(=O)NCCOc3ccc(OC)cc3)cn2c1N(C)C(=O)Cc1ccccc1,10,-22,.,1,1,-8,2,.,2,1,1
COc1cc(C=O)ccc1Oc1nnnn1-c1ccc(C(N)=O)cc1,13,7,0,9,-10,-10,6,20,0,21,7
CCC(C)(C)n1nnnc1C(c1ccccc1)N1CCN(C2CCCC2)CC1 (stereo not drawn),0,3,6,-19,1,7,8,-6,1,0,-18
O=C(O)CSc1nnc(-c2ccc(Cl)cc2Cl)n1-c1ccccc1,5,-11,2,0,4,-5,2,10,-27,13,29
O=C(NCc1ccco1)c1cccc2c1C(=O)c1ccc(N3CCC(N4CCCCC4)CC3)cc1S2(=O)=O,-21,9,.,-27,-7,5,-7,.,-27,0,6
NC(CCc1ccccc1)c1csc(Nc2ccccn2)n1 (stereo not drawn),25,-11,.,15,-11,20,1,.,-16,11,-24
NC(=O)COC(=O)c1cc(=O)[nH]c2ccc(S(=O)(=O)Nc3ccc(F)cc3)cc12,-44,-2,4,7,26,14,-5,6,-17,-40,12
CC(/C=C/c1ccc(N(C)C)cc1)=N\N=C(/N)SC1CC(=O)N(c2ccc(C(=O)O)cc2)C1=O (stereo not drawn),-60,0,1,-35,-12,46,-51,-15,-28,-26,-18
Cc1cc(C)cc(NC(=O)CN2CCN(C(=O)c3cccs3)CC2)c1,10,-7,.,3,6,-10,9,9,8,-5,8
CCN(CC)CCCN(C)C(=O)Cn1nc(Cc2ccncc2)c2ccccc2c1=O,26,10,-1,-22,10,-6,11,-1,7,9,8
CC1/C(=C\c2ccc(Cl)cc2)C(=O)C2CC1C2(C)C (stereo not drawn),8,-4,0,-24,7,8,7,2,-27,-33,-6
O=C(Nc1cccc(S(=O)(=O)N2CCCCC2)c1)c1ccc(N2CCCC2=O)cc1,-8,-3,-3,-23,13,10,-1,.,13,14,-2
Cc1cc(C(=O)NNc2ccc(C)c(C)c2)no1,3,3,-1,-65,-10,12,-15,-8,-12,-40,0
CCOC(=O)c1c(CN2CCN(C)CC2)n(C)c2cc(Br)c(OC)cc12,45,0,4,-19,5,7,-49,-35,-12,-1,-44
CN(Cc1nccn1C)C(=O)CC1C(=O)NCCN1Cc1cccc(Oc2ccccc2)c1 (stereo not drawn),-2,1,-1,5,3,3,12,7,-3,9,1
CN(C)/C=N/c1nccc(-c2cccs2)n1,-31,-1,-4,-9,10,-10,-28,8,3,3,3
O=C(/C=C/c1cccnc1)c1cccc(O)c1,33,-9,-1,-10,18,18,4,10,-20,-4,6
Cn1cc(CN2CCN(c3ccccc3)CC2)c2ccccc21,6,-22,5,-15,-4,8,2,-1,-11,4,-3
O=C(CNC(=O)c1ccc2c(c1)OCO2)N/N=C(Br)/C=C/c1ccccc1,30,-9,0,-12,-8,-7,-7,2,-11,-20,21
CCOC(=O)c1c(C)[nH]c(=S)c(C#N)c1-c1ccccc1,3,10,5,0,-8,-6,14,-2,3,-3,9
CC(C)CCCCCCCCCCCCC(=O)NCC(=O)NC1C(O)C(O)C(Nc2ncnc3nc[nH]c23)OC1C(O)CO (stereo not drawn),100*,-34,.,100*,90*,65*,69*,76*,97*,72*,97*
C/C(=N\NC(=O)c1cc2c(s1)CCC(C)C2)c1ccc[nH]1 (stereo not drawn),-256,-28,0,-47,3,35,-268,-103,-140,-40,-29
